Screens (PubChem BioAssay)
TEAD-YAP inh = TEAD-YAP interaction inhibition, primary screen, TEAD-YAP interaction inhibitor project, luminescence, HEK-TIYL cells; TEAD-Gal4/YAP UAS-luciferase luminescence; inhibition, % at 9.12 µM; hit rate 1.4% among 640,000; AID 1259422, 2018; in the data active means inhibition above about 32%;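 further: 0% = median of test compound wells and 100% = reference inhibitor wells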
MITF primary = MITF inhibitors, primary screen, biochemical, AlphaScreen, human; Microphthalmia-associated transcription factor (Homo sapiens), O75030; AlphaScreen MITF homodimerization, bead proximity signal; inhibition, % at 2.6 µM; hit rate 0.91% among 650,000; AID 1259374, 2018; in the data active means inhibition above about 50%;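 further: 0% = vehicle wells with protein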
FBW7 act = FBW7 E3 ligase activators, primary screen, biochemical, AlphaScreen, human | AlphaScreen FBW7–phospho-cyclin E peptide binding, activator screen | F-box/WD repeat-containing protein 7 (Homo sapiens), Q969H0 | normalized activity (activation), % at 26.1 µM | hit rate 0.13% among 650,000 | AID 1259310, 2017; in the data active means normalized activity above about 1.9%;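 further: purified mutant Fbw7 with reduced substrate affinity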
Target sequence (Q969H0 whole entry, looked up): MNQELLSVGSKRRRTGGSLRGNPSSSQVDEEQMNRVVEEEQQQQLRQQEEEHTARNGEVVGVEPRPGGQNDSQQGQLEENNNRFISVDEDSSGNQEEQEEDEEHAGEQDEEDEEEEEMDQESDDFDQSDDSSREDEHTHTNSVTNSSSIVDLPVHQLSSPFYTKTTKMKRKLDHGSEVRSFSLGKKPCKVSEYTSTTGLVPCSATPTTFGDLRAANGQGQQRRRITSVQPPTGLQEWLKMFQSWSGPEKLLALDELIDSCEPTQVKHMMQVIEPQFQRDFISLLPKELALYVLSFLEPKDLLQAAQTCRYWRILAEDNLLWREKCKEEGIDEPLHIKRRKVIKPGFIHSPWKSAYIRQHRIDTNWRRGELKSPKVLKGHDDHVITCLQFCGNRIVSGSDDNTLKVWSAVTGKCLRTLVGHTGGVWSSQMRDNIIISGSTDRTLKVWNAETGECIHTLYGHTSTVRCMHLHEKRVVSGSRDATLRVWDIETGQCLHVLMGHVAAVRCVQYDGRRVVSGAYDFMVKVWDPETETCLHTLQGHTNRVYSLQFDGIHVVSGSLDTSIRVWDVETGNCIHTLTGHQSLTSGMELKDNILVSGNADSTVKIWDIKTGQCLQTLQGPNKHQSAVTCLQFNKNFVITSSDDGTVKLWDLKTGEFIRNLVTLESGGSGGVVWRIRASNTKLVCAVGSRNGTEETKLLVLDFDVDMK
GPR151 activ = activators of human GPR151, primary screen, cell-based, PathHunter beta-arrestin, luminescence; G-protein coupled receptor 151 (Homo sapiens), Q8TDV0; PathHunter beta-arrestin GPR151 cells; activation, % at 11.2 µM; hit rate 1% among 650,000; AID 1508602, 2020; in the data active means activation above about 4.9%;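 further: 0% = median of compound wells and 100% = cells with positive control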
Target sequence (Q8TDV0 whole entry, looked up): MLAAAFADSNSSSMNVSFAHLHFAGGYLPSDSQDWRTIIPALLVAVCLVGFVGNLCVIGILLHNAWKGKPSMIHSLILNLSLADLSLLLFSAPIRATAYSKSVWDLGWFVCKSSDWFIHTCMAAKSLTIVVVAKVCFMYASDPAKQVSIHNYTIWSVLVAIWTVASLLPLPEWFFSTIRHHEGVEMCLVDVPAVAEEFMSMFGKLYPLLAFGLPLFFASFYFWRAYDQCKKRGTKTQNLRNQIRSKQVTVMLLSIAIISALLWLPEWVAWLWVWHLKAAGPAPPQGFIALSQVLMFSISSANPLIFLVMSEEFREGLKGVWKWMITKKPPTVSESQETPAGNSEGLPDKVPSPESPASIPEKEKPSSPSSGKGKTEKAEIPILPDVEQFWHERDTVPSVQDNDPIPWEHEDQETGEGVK
An asterisk follows results filed as active; . = no result given.

SMILES	TEAD-YAP inh	MITF primary	FBW7 act	GPR151 activ
Cc1ccc(C(=O)Nc2ccc(S(=O)(=O)Nc3nc(C)cc(C)n3)cc2)cc1	11	-4	0.2	0.1
Cc1ccc(-c2nc3sc(CCNS(=O)(=O)c4ccccc4)c(C)n3n2)cc1	8	-8	0.2	-0.7
CC1C(=O)Nc2cc(S(C)(=O)=O)ccc2N1C(=O)c1ccco1 (centres undefined)	0	-5	0.1	2.0
CC1=NN(c2ccc(C)c(C)c2)C(=O)/C1=C/c1ccc([N+](=O)[O-])cc1	2	9	0.5	-0.4
C=CCN1CC(c2nc3ccccc3n2CC(=C)C)CC1=O (centres undefined)	1	-9	-0.2	0.1
CCOc1ccccc1C(=O)Nc1nnc(CC(C)C)s1	-6	14	0.8	0.6
c1cc(-n2cnc3c(NCCN4CCOCC4)nc(NCc4ccc5c(c4)OCO5)nc32)cs1	14	17	0.1	-1.1
COc1ccc(N/C(N)=N/c2nc(C)c(C)c(=O)[nH]2)cc1	13	6	0.1	-0.1
CC(Cc1ccco1)NC(=O)c1ccc(Cl)c(Cl)c1 (centres undefined)	-27	10	0.3	1.1
O=C(NCC(c1cccs1)N1CCc2ccccc21)c1c(F)cccc1F (centres undefined)	3	8	-0.1	0.1
Cc1ccc(OCC(=O)Nc2ccc(NCc3cccnc3)cc2)cc1	11	14	0.5	-1.3
O=C(Nc1ccc(Cl)cc1)Nc1nnc(CC2=CCCCC2)s1	4	12	0.1	-1.1
CCN(CC)c1ccc(Cl)cc1[N+](=O)[O-]	4	0	-0.1	-1.2
O=C(NC1CC1)c1cnc(Nc2ccccc2)s1	-34	11	0.3	-0.8
O=C(Nc1ccc2c(c1)OCO2)c1cccc(NC2CCC(O)CC2)n1 (centres undefined)	-23	-4	0.0	-1.1
O=c1oc2ccc(Br)cc2cc1-c1nnc(-c2ccccc2)o1	-5	-2	0.7	0.4
O=c1nc(/C=C/c2cc([N+](=O)[O-])ccc2Cl)cc(C(F)(F)F)[nH]1	-3	7	0.2	-2.2
N#CC1(C#N)[C@H](c2ccc(F)cc2)[C@@H](C(=O)c2cccs2)N2c3ccccc3C=C[C@@H]21	1	19	0.2	-0.8
CCCOc1ccc(/C(O)=C2/C(=O)C(=O)N(CCCN3CCOCC3)C2c2ccc(OC)cc2)cc1C (centres undefined)	6	7	0.1	-1.2
COc1cc(CN2CCC3(CC2)CC3C(=O)NCCc2ccccc2OC)ccc1F (centres undefined)	3	2	-0.2	-0.4
O=C(O)c1ccc(NC(=S)N2CCCCC2c2cccnc2)cc1O (centres undefined)	4	19	0.6	-1.5
Cc1ccc(NC(=O)C2C3C=CC4(O3)C2C(=O)N(C2CCCCCC2)C4C(=O)NC2CCCC(C)C2C)cc1Cl (centres undefined)	-1	3	0.4	-0.7
Cc1ccc(S(=O)(=O)NC(=O)Nc2ccc(S(=O)(=O)N3CCCCC3)cc2)cc1	-2	8	0.1	1.0
Cc1ccccc1CC(C1CCN(C(=O)CCC(N)=O)CC1)N(C)C(=O)Cn1cccn1 (centres undefined)	1	-6	0.0	0.2
CCCN(Cc1cc2ccc(C)cc2[nH]c1=O)S(C)(=O)=O	-3	-4	-0.2	-0.3
CC1=C(C(=O)OC(C)(C)C)C(c2ccccc2Br)NC(=O)N1 (centres undefined)	4	-9	-0.1	-0.7
Cc1ccc(C)c(C(=O)Cc2cc3c(ccc4ccccc43)oc2=O)c1	-5	9	0.2	1.5
CCOc1ccccc1C(=O)Nc1c2c(nn1-c1ccc(Cl)cc1)CS(=O)(=O)C2	-2	-3	0.0	-0.1
CC(C)OCCCNC(=O)Cc1cn(C)c2ccccc12	-29	1	0.2	0.1
CCOC(=O)Cc1csc(NC(=O)c2ccc(S(=O)(=O)N3CCCCC3)cc2)n1	9	4	-0.2	-1.2
Cn1c(=O)c2c(nc(Cl)n2CC(=O)N2CCOCC2)n(C)c1=O	2	12	0.3	-2.2
CC(=O)c1ccc(NC(=O)CCCOc2ccc(Cl)cc2Cl)cc1	-37	7	-0.1	2.1
C[n+]1ccc(-c2noc(CCC(=O)O)n2)cc1	-2	8	0.3	-0.3
Cc1nc2nc(SCc3cccc(Cl)c3)nn2c(C)c1Cc1ccccc1F	0	8	-0.1	0.0
O=C(CNC(=O)c1ccc(C(=O)c2ccccc2)cc1)Nc1ccc(F)c(F)c1F	9	19	0.8	-1.1
CC(C)c1nnc2n1CCN(C(=O)C(c1cccnc1)N1CCOCC1)CC2 (centres undefined)	-1	-5	-0.1	0.0
COc1ccc(C2NC(=O)c3[nH]nc(-c4ccc(C)cc4)c32)c(OC)c1 (centres undefined)	44*	12	0.1	0.3
CSc1nnc(-c2cccc([N+](=O)[O-])c2)n1Cc1ccccc1	-4	-4	-0.1	-0.9
CCC[C@@H]1NC(=O)[C@@H]2C[C@H](NC(=O)c3ccc(-c4ccccc4)cc3)CN2C1=O	7	-2	-0.3	3.8
CC(=O)N1CCC[C@H]1C(=O)NCC1CCC2(CCN(CCCc3ccccc3)CC2)O1 (some centres undefined)	0	-15	-0.2	0.1
Cc1cccc(CNC(=O)C2CC23CCN(C(=O)c2cccc(N(C)C)c2)CC3)n1 (centres undefined)	3	-1	-0.1	-0.2
CCCCn1c(CNC(=O)c2ccc(C)c(C)c2)nnc1SCC(=O)Nc1sc2c(c1C(=O)OCC)CCCC2	4	0	0.1	-0.2
CCOC(=O)CCC(=O)Nc1ccc(C(N)=O)cc1	5	-3	1.2	0.2
CCN(CC(=O)NC)S(=O)(=O)c1cc(Cl)ccc1Cl	7	-28	-0.1	0.1
Cc1cc2c(cc1C)N(C(=O)c1cccs1)C(C)(C)c1ssc(=S)c1-2	5	2	-0.1	0.1
CCCNC(=O)CN(Cc1ccccc1F)S(=O)(=O)c1ccc(Cl)cc1	7	-4	-0.2	-0.4
O=C(NCc1cccnc1)c1cncc(-c2csc3ccccc23)c1	1	-2	0.1	1.2
CCOC(=O)COc1nc(OC)nc(N2CCOCC2)n1	-8	4	0.0	-0.6

Four compounds from above, limited to TEAD-YAP inh, FBW7 act and GPR151 activ:
canonical_smiles | TEAD-YAP inh | FBW7 act | GPR151 activ
CCC[C@@H]1NC(=O)[C@@H]2C[C@H](NC(=O)c3ccc(-c4ccccc4)cc3)CN2C1=O | 7 | -0.3 | 3.8
CC(=O)N1CCC[C@H]1C(=O)NCC1CCC2(CCN(CCCc3ccccc3)CC2)O1 (some centres undefined) | 0 | -0.2 | 0.1
Cc1cccc(CNC(=O)C2CC23CCN(C(=O)c2cccc(N(C)C)c2)CC3)n1 (centres undefined) | 3 | -0.1 | -0.2
CCCCn1c(CNC(=O)c2ccc(C)c(C)c2)nnc1SCC(=O)Nc1sc2c(c1C(=O)OCC)CCCC2 | 4 | 0.1 | -0.2

(cont.)
SMILES	TEAD-YAP inh	MITF primary	FBW7 act	GPR151 activ
Cc1cc([N+](=O)[O-])ccc1NC(=O)CC1SC(=Nc2ccccc2)N(c2ccccc2)C1=O (centres undefined)	-9	1	-0.1	-0.9
Cn1c(O)c(C=Nc2ccc(C(=O)O)cc2)c(=O)[nH]c1=S	1	-8	-0.1	-0.5
COc1cc(Nc2nc(-c3ccc(C(N)=O)cc3)ncc2C)cc(OC)c1OC	9	8	-0.3	0.9
Cc1cc(NCCOc2ccccc2)nc(Nc2nccc3ccccc23)n1	12	2	0.3	-1.8
COc1ccc(NC(=O)CSc2nc3[nH]ncc3c(=O)n2-c2ccc(C)cc2)c(OC)c1	23	-6	0.3	4.5
COc1ccc(-c2cn3c(C(=O)N4CCc5ccccc54)csc3n2)cc1	5	-8	0.0	19*
COc1ccc(C2C=C(C)Nc3nc(SC)nn32)cc1 (centres undefined)	-3	10	0.3	0.5
O=C(NCc1ccc(F)cc1)c1cnc(N2CCN(c3ccccn3)CC2)c2ccccc12	8	1	-0.1	-0.8
O=C(NCCc1nnc2n1CCN(Cc1ccc(F)cc1F)CC2)c1ccoc1	5	0	0.0	0.1
CC(C)N(CCNc1nc(N2CCc3ccccc3C2)nc2c1ncn2C1CCCCC1)C(C)C	-1	5	-0.1	1.5
CN(CCc1ccccn1)C(=O)CCC1CCCN(Cc2cccc3nccnc23)C1 (centres undefined)	1	0	0.0	-0.3
COc1cccc(NC(=O)CSc2nnc(CSCc3ccccc3)n2C)c1	9	5	0.2	1.7

Random excerpt: five records from the list, in no set order.
SMILES	TEAD-YAP inh	MITF primary	FBW7 act	GPR151 activ
O=C(NCc1ccc(F)cc1)c1cnc(N2CCN(c3ccccn3)CC2)c2ccccc12	8	1	-0.1	-0.8
COc1ccc(-c2cn3c(C(=O)N4CCc5ccccc54)csc3n2)cc1	5	-8	0.0	19*
O=C(NCCc1nnc2n1CCN(Cc1ccc(F)cc1F)CC2)c1ccoc1	5	0	0.0	0.1
Cc1cc(NCCOc2ccccc2)nc(Nc2nccc3ccccc23)n1	12	2	0.3	-1.8
CN(CCc1ccccn1)C(=O)CCC1CCCN(Cc2cccc3nccnc23)C1 (centres undefined)	1	0	0.0	-0.3

Other records
SMILES	TEAD-YAP inh	MITF primary	FBW7 act	GPR151 activ
COC(=O)C1=C(C(=O)OC)SC(=C2C(=S)C(C)(C)N(C(=O)COc3ccc4ccccc4c3)c3ccc(OC)cc32)S1	4	20	-0.9	1.2
CC1CCCN(c2nc3c(c(=O)[nH]2)CCN(Cc2ccccc2F)C3)C1 (centres undefined)	-21	15	0.2	-0.5
CSc1cccc(CN[C@H]2C[C@H]3C(=O)N[C@@H](COCc4ccccc4)C(=O)N3C2)c1	10	-1	-0.1	1.1
O=C(CC1CCCC1)Nc1nnc(C2CC2)s1	-10	2	0.1	-0.5
CCOC(=O)C1=C(C)N=c2s/c(=C/c3ccc(-c4cc([N+](=O)[O-])ccc4Cl)o3)c(=O)n2C1c1ccc(OC)cc1 (centres undefined)	3	16	1.0	0.1
Cc1nc(-n2cccc2)sc1C(=O)NCc1ccc(F)cc1	-6	9	0.0	0.2
Cc1c(C(=O)C(=O)NC(C)(C)C)c2ccccc2n1C	0	-6	-0.1	-0.4
CC(C)c1ccc(NC(=O)CN(c2cccc(F)c2)S(C)(=O)=O)cc1	-2	-2	0.2	0.4
CS(=O)(=O)c1ccc(C(=O)Nc2nccs2)cc1	-27	4	0.4	-0.6
Cc1nccc2[nH]c(=O)c(C(=O)NCc3ccc4c(c3)OCO4)cc12	-5	1	0.0	0.3
COC(=O)Cc1c(C)nc2nc(NCc3ccccc3)[nH]n2c1=O	7	0	-0.1	0.7
O=C1C2C3C=CC(O3)C2C(=O)N1c1ccc(Cl)c(C(F)(F)F)c1 (centres undefined)	5	4	0.0	1.2
COc1cc(C(=O)N/N=C/c2ccc3c(c2)OCO3)ccc1O	-2	4	0.1	-0.2
O=C(NCCN1CCCC(O)C1)c1cc(COc2ccc(F)cc2Cl)on1 (centres undefined)	3	8	0.0	-0.2
O=C(Nc1cccc(C(=O)N2CCOCC2)c1)C1CCCCC1	-9	-5	-0.3	-0.1
CC(CNC(=O)c1ccc([N+](=O)[O-])cc1Cl)CN(C)C (centres undefined)	0	-8	0.1	0.7
Nc1nc(NCc2cccnc2)cc(NCc2nc3ccccc3[nH]2)n1	3	-1	-0.3	0.7
COc1ccc(-c2cc(C(=O)NCCCN3CCCC3=O)ccn2)cn1	-8	5	0.1	2.5
Cc1ccc(Br)c(NS(=O)(=O)c2ccc(C(=O)O)cc2)c1	-13	2	-0.3	1.4
O=C(CN1CCN(Cc2ccc(Cl)cc2)C1=O)NCCc1ccccc1	6	7	0.1	0.4
COc1ccccc1C(=O)O/N=C(\N)c1ccccn1	38*	1	0.0	-7.9
CC(=O)c1cccc(Nc2c(-c3ccc(C)cc3)c(=O)c2=O)c1	-1	-17	0.1	0.0
CC(=O)Nc1nonc1N1C(=N)S/C(=C/c2ccc(-c3ccc(Cl)c([N+](=O)[O-])c3)o2)C1=O	-2	5	-0.1	0.6
COC(=O)C1=C(C)N(c2ccc(OC)c(OC)c2)C(=O)/C1=C\c1ccc(C(=O)O)cc1	6	14	-0.1	0.0
Cc1ccc(Cn2nc(C)c(NC(=O)c3cc(-c4ccco4)on3)c2C)cc1	4	6	0.2	0.5
O=C(CSc1nc2c(c(=O)n1CCc1ccccc1)SCC2)Nc1ccc(F)cc1	3	-6	0.1	0.2
COc1ccccc1Cn1c(=S)[nH]c2cc(C(=O)N3CCc4ccccc4C3)ccc2c1=O	14	9	0.0	1.8
CCCCCCCCCCCCCCCCSC[C@H](COP(=O)(O)OCC[N+](C)(C)C)NC(=O)CCCCCCCCCCCCCCC	.	3	.	2.8
CCOc1ccc2c(c1)-c1c(ssc1=S)C(C)(C)N2C(=O)CN1C(=O)CCC1=O	-6	-5	0.0	0.2
O=C(c1cc(F)c(F)cc1F)N1CCOc2ccc(CN3CCOCC3)cc2C1	10	-9	-0.2	-1.6
O=C(NCCc1c[nH]c2ccccc12)C1CC12CCN(Cc1ccc3nsnc3c1)CC2 (centres undefined)	-2	0	-0.1	1.3
CC(=O)N1C(C(=O)NCc2ccc(C)cc2)CSC12CCN(C)CC2 (centres undefined)	15	5	0.4	1.4
O=Cc1cc(Br)ccc1OCC(=O)Nc1ccc(F)cc1	-46	-5	-0.1	-0.7
O=C(O)c1c(CNCCC2=CCCCC2)c2ccccc2n1Cc1ccccc1	3	9	0.8	0.5
COc1ccc(OCc2nc(-c3ccc(C)cc3)no2)cc1	-4	-9	0.0	-0.5
CCOC(=O)Nc1sccc1C(N)=O	-5	0	0.1	0.2
O=C(c1cn(-c2ccc(F)cc2F)c(=O)c2ccccc12)N1CCCCC1	3	13	0.6	1.8
